14-3-3 PPI = alters human 14-3-3 gamma binding to Raf peptide | FP, 14-3-3gamma / TMR-pS259-Raf peptide binding | 160,000 tested, 0.19% active | P61981 | AID 422 | inhibition, % at 40 µM; in the data active = inhibition above about 30%;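 note: 0% = protein plus tracer without compound and 100% = blank with tracer alone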
Target sequence (P61981 whole entry, looked up): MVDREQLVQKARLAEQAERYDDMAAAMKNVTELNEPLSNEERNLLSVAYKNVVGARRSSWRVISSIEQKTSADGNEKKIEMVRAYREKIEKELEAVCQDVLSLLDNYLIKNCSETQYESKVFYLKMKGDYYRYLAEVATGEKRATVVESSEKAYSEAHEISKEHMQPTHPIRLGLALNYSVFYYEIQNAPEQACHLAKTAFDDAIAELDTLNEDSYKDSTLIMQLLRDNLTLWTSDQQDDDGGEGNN
Active calls of the source: *; & = joins results of further samples. Some of the compounds tested (hit frequency here may not be typical).

14-3-3 PPI	SMILES
-2	COc1ccc(CNC(=O)c2ccc3c(c2)N(Cc2cc(C)ccc2C)C(=O)CS3)cc1
-1	Cc1nn(C2CCCCC2)c(N)c1-c1ccccc1
-5	O=C(CSCc1cccc(F)c1)N1CCN(c2ccccc2)CC1
-11	COc1ccc(N2C(=O)CCC(C(=O)NCC3COc4ccccc4O3)C2c2ccc(F)cc2)cc1 (stereo not drawn)
13	CCOC(=O)c1c(NC(=O)c2ccc(S(=O)(=O)N3CCCC3)cc2)sc2c1CCCCC2
-6	O=C(Nc1ccc(F)cc1)NC1CCN(Cc2nnnn2Cc2ccco2)CC1
0	O=C(Cn1nnc(-c2ccccc2-n2cnnn2)n1)c1ccccc1
3	O=C(Cc1ccccc1)c1ccc(-c2ccccc2)cc1
-7	COc1ccc(-c2nc3ncccn3c2Nc2ccccc2C)cc1
-74	Cc1ccc(CNC(=O)c2ccc3nc(-c4ccco4)c(-c4ccco4)nc3c2)cc1
-3	O=C1c2cccc([N+](=O)[O-])c2C(=O)N1c1ccccc1-c1ccccc1
2	CCc1ccc(NC(=O)c2cc(S(=O)(=O)NCc3ccccc3)ccc2F)cc1
-11	Cc1ccccc1C(=O)/C=C1\NC(=O)CS1
5	O=c1c2ccccc2c(-c2ccc(Cl)cc2)nn1-c1cc(N2CCNCC2)ccc1[N+](=O)[O-]
0	CC1(C)C2([N+](=O)[O-])CN3CC1([N+](=O)[O-])CN(C2)C3c1ccc(Cl)cc1 (stereo not drawn)

6 entries already listed, arranged by molecular weight, low to high:
14-3-3 PPI	SMILES
-1	Cc1nn(C2CCCCC2)c(N)c1-c1ccccc1
0	O=C(Cn1nnc(-c2ccccc2-n2cnnn2)n1)c1ccccc1
-3	O=C1c2cccc([N+](=O)[O-])c2C(=O)N1c1ccccc1-c1ccccc1
0	CC1(C)C2([N+](=O)[O-])CN3CC1([N+](=O)[O-])CN(C2)C3c1ccc(Cl)cc1 (stereo not drawn)
-74	Cc1ccc(CNC(=O)c2ccc3nc(-c4ccco4)c(-c4ccco4)nc3c2)cc1
5	O=c1c2ccccc2c(-c2ccc(Cl)cc2)nn1-c1cc(N2CCNCC2)ccc1[N+](=O)[O-]

Remaining list, next part
14-3-3 PPI	SMILES
-9	COc1ccc(S(=O)(=O)c2c(O)c(C)cc(NS(=O)(=O)c3ccccc3)c2C(C)C)cc1
-3	CC(CN(C)Cc1ccccc1)OC(=O)c1cccs1 (stereo not drawn)
-3	CCCn1c(-c2ccc(Br)cc2)cn2c3c(=O)n(C)c(=O)n(C)c3nc12
-6	COc1cc(C2C(C(=O)OC3CCCC3)=C(C)NC3=C2C(=O)CCC3)ccc1OCc1ccccc1 (stereo not drawn)
-4	CC(C)Oc1ccc(C2CC(=O)N(c3ccccc3C(=O)O)C2=O)cc1 (stereo not drawn)
3	COC(=O)c1ccc(C=Nc2ccc3ncccc3c2)cc1
-3	CN1CCN(C(=O)NC2CCCN2S(=O)(=O)c2ccc(Cl)cc2)CC1 (stereo not drawn)
-2	O=c1c2ccccc2nc2sc3ccccc3n12
-4	O=C(Nc1c(F)cc(F)cc1Br)c1cccnc1
-2	C=CCSc1nnc(-c2c[nH]c3ccccc23)n1CC
2	CC(O)C(N)C(=O)NC(Cc1ccccc1)C(=O)O (stereo not drawn)
14	CCC(=O)N1c2ccc(S(=O)(=O)CCC(=O)NCc3ccc(Cl)cc3)cc2CC1C (stereo not drawn)
-3	Cc1nc2c(C(=O)NC3CCCC(C)C3C)cnn2c(C)c1Cc1ccccc1F (stereo not drawn)
-4	O=C(O)CCS(=O)(=O)c1ccccc1
3	CC1CC(=O)N(c2ccc(NC3CCCc4ccccc43)c([N+](=O)[O-])c2)C1=O (stereo not drawn)

Three entries from above, as tab-separated lines.
Structure	14-3-3 PPI
CCCn1c(-c2ccc(Br)cc2)cn2c3c(=O)n(C)c(=O)n(C)c3nc12	-3
COC(=O)c1ccc(C=Nc2ccc3ncccc3c2)cc1	3
CN1CCN(C(=O)NC2CCCN2S(=O)(=O)c2ccc(Cl)cc2)CC1 (stereo not drawn)	-3

(list continues)
14-3-3 PPI	SMILES
-11	Cc1ccccc1Cc1c(C)nc2c(C(=O)NCc3ccc(Cl)cc3)cnn2c1C
-6	COc1cc2nc(C3CC3)n(NC(=O)c3ccc(Cl)cc3)c(=O)c2cc1OC
-3	O=C1c2cccnc2C(=O)N1Cc1ccccc1
3	Cc1cccc(C(=O)Oc2ccc(OC(=O)c3cccc(C)c3)cc2)c1
-9	CCCNC(=O)c1cc(S(=O)(=O)N2CC(C)CC(C)C2)ccc1F (stereo not drawn)
-6	COC(=O)c1ccc(N=C2SC(C(=O)Nc3ccc(OC)cc3)CC(=O)N2C)cc1 (stereo not drawn)
-180	Cc1ccc(S(=O)(=O)N2N=C(c3ccc(NS(C)(=O)=O)cc3)CC2c2ccco2)cc1 (stereo not drawn)
-8&-7	N#CCCn1ncc2ccccc21
-6	Cc1ccc(-c2nc3ncccc3o2)cc1NC(=O)c1cccc(Cl)c1
5	Cc1ccc(C)c(N2CCN(C(=O)CN(C)S(=O)(=O)c3ccc4c(c3)CCC(=O)N4)CC2)c1
11&-1	Cc1c(C(=O)NC2CC2)oc2ccc(S(=O)(=O)N3CCCCCC3)cc12
-8	Cc1cnn(Cc2ccccc2)c1N
-37	Cc1ccc2c(C)nc(Nc3nc(-c4ccccc4)cc(=O)[nH]3)nc2c1
-4	CCCSCCCNC(=O)Cn1cc2c(n1)CCCCC2
0	COc1nc(NC(C)=O)nc(C)c1Br
2	Cc1nn(C)cc1CNC(=O)c1cnn2c(C(F)F)cc(C3CC3)nc12
-10	Cc1ccc(-c2nc3cccnc3o2)cc1NC(=O)COc1ccc(Cl)cc1C
-7	CC1Cc2ccccc2N1S(=O)(=O)c1ccc2c(c1)oc(=O)n2C (stereo not drawn)
-5	CCN(C=O)c1c(C(C)(C)C)cc(C(C)(C)C)cc1C(C)(C)C
-8	COc1ccc(CCNC(=O)CN(C)S(=O)(=O)c2cccs2)cc1OC
7	O=C(O)c1ccc(-c2nc3cc(Cl)c([N+](=O)[O-])cc3s2)cc1
3	CCc1c(-c2ccccc2)nc2ccccc2c1C(=O)NCc1ccccc1
0	Cn1c(C(=O)NC2CCCCCC2)cc2c(=O)n(C)c3ccccc3c21
-9	C=CCN1Cc2cc(OC)c(OC)cc2C2(CCCC2)C1
-12	COc1cc2c(cc1NC(=O)CCC1CCCC1)oc1ccccc12
-4	CC(=O)n1cc(C2C(=O)CCCC2=O)c2ccccc21
-4	Cc1ccc(CNC(=O)CN2CCN(Cc3ccc(Cl)cc3)C2=O)cc1
6	Cc1ccccc1Cn1nnc(-c2cccc(C(=O)O)c2)n1
-17	CC[n+]1c(C=Cc2ccc(OC)c(OC)c2)ccc2ccccc21
-12	CCN(CC)CCn1c2ccccc2n2nc(C)c(C(C)=O)c12
-8	COc1cc(NC(=O)CCCn2nc([N+](=O)[O-])cc2C)c(OC)cc1Cl
-13	COc1ccccc1Oc1cc([N+](=O)[O-])cc2c1C=Cc1ccccc1O2
-11	CC1CCc2c(sc(NC(=O)c3ccccc3F)c2C(=O)NCCc2ccccc2)C1 (stereo not drawn)
-1	O=C(NCCO)C(=O)Nc1ccccc1F
-6	O=C(NCCC1=CCCCC1)C1CCN(c2nc3cc(Cl)ccc3s2)CC1
1	Cc1ccc(-c2noc(CN(C(=O)CCCN3C(=O)c4ccccc4C3=O)C(C)C)n2)cc1
2	CC(C)CCNC(=O)c1ccc2c(=O)n(CC3CCCO3)c(=S)[nH]c2c1 (stereo not drawn)
-2	N#CCCn1c2ccc(Cl)cc2c2cc(Cl)ccc21
-18	Cc1ccc(NC(=O)C(C(C)C)N2C(=O)c3ccccc3C2=O)c(C)c1 (stereo not drawn)
-5	COc1cc(OC)cc(C(=O)N2CCN(c3ncccn3)CC2)c1
0	COc1ccc2nc3oc(C(=O)NCc4cccnc4)cc3cc2c1
-11	CC(C)CCNC(=O)CN1C(=O)CSc2ccc(S(=O)(=O)N(C)C3CCCCC3)cc21
-5	CCCC(=O)NC(c1ccco1)c1cc(Cl)c2cccnc2c1O (stereo not drawn)
-5	Cc1cc(C)cc(C(=O)N2CC(=O)Nc3ccc(F)cc3C2c2ccccc2)c1 (stereo not drawn)
5	O=C(COc1ccc([N+](=O)[O-])cc1)N1CCc2ccccc21
-4	CCN1C(=O)C2(C(C(=O)c3ccc(C)o3)=C(O)C(=O)N2CCCN2CCOCC2)c2ccccc21 (stereo not drawn)
-1	O=C(c1cc(-c2ccc(F)cc2)on1)N1CCCC1
5	COc1ccc(C2=NN(CCC(=O)NC(C)c3ccc4c(c3)OCCO4)C(=O)CC2)cc1 (stereo not drawn)
-3	CCCCc1nc2n[nH]c(N)c2c2c1CCC2
-151	CC(C)(C)c1ccc(C(=O)Nc2ccc(-c3nc4ccccc4o3)c(O)c2)cc1
5	COc1ccccc1OCC(=O)Nc1ccc(-c2nnc(-c3ccccc3)o2)cc1
5	CC(=O)C1C(c2ccc(OC(F)F)cc2)NC(=O)NC1(O)C(F)(F)F (stereo not drawn)
-11	O=C(Nc1ccc(-n2nncc2-c2ccco2)cc1)C12CC3CC(CC(C3)C1)C2
2	COc1ccc(N2CCN(S(=O)(=O)c3ccc(Br)cc3)CC2)cc1
12	COC(=O)c1ccc(C(c2ccc(C(=O)OC)cc2)(C(F)(F)F)C(F)(F)F)cc1
0	CCOC(=O)CC(NC(=O)c1cc2cc([N+](=O)[O-])ccc2oc1=O)c1ccc(C)cc1 (stereo not drawn)
-1	CCn1cc(C(=O)Nc2ccccc2F)c2cc(OC)c(OC)cc2c1=O
2	O=c1c2c3c(sc2ncn1Cc1cccc(Br)c1)CCCC3
-5	O=c1nc2n(c3sc4c(c13)CCCC4)Cc1ccccc1-2
-6	CCOC(=O)N1CCN(C(=O)c2ccc(Cl)c(S(=O)(=O)N3CCOCC3)c2)CC1

Ordered by the number under 14-3-3 PPI (rising): four from the list above.
14-3-3 PPI	SMILES
-11	O=C(Nc1ccc(-n2nncc2-c2ccco2)cc1)C12CC3CC(CC(C3)C1)C2
-3	CCCCc1nc2n[nH]c(N)c2c2c1CCC2
0	CCOC(=O)CC(NC(=O)c1cc2cc([N+](=O)[O-])ccc2oc1=O)c1ccc(C)cc1 (stereo not drawn)
2	O=c1c2c3c(sc2ncn1Cc1cccc(Br)c1)CCCC3

Further records.
14-3-3 PPI	SMILES
0	Cc1ccc(C(=O)C2C(c3ccc4c(c3)OCO4)NC(=O)NC2(O)C(F)(F)F)cc1 (stereo not drawn)
-27	O=[N+]([O-])c1ccc2c(c1)C1C=CCC1C(c1ccc(S(=O)(=O)N3CCOCC3)cc1)N2 (stereo not drawn)
-12	Clc1ccc(Oc2ccc(Nc3ncnc4ccccc34)cc2)cc1
-13	CN1CCN(c2ccc(NC(=O)COc3ccc(Cl)cc3Cl)cc2)CC1
0	COc1cc(OC)c(OC)cc1CN1CCN(C(=O)c2cccnc2)CC1
-10	COc1ccc(C(=O)Nc2cc(C(=O)NCc3cccs3)ccc2N2CC3CC(C2)c2cccc(=O)n2C3)cc1 (stereo not drawn)
0	Nc1nnc(SCC(=O)N2CCN(c3ccccc3)CC2)n1-c1ccccc1
-4	O=C1C(=O)N(c2nccs2)C(c2cccc(Br)c2)/C1=C(\O)c1ccc(Cl)cc1 (stereo not drawn)
-2	Nc1ccc2oc(-c3cccc(I)c3)nc2c1
-10	O=C(CCCCCn1c(=S)[nH]c2ccc(Br)cc2c1=O)N1CCc2ccccc2C1
0	Cc1cccc2nc(-c3cccs3)c(NC3CCCCC3)n12
-2	OCc1nc2ccccc2n1CCC1CCCCC1
1	COc1cc(C2NC(=O)N(C)C3=C2C(=O)CCC3)cc(OC)c1OC (stereo not drawn)
1	Cc1cc([N+](=O)[O-])nn1CC(=O)Nc1cc(Oc2cccc(Cl)c2)cc([N+](=O)[O-])c1
-3	COc1ccc(S(=O)(=O)Cc2ccc(C(=O)N3CCN(c4ccccc4F)CC3)o2)cc1
7	O=S1(=O)NC(=NCc2ccco2)c2ccccc21
-10	Cc1ccc(-n2cnc3cc(C(=O)NCc4ccc(F)cc4)ccc32)c(C)c1
-9	CCN(CC)c1ccc(C2NC(=O)NC(C)=C2C(=O)OCc2ccc3c(c2)OCO3)cc1 (stereo not drawn)
0	COc1ccc(-c2nsc3c(N4CCN(C(=O)c5ccco5)CC4)ncnc23)cc1
0	CCOC(=O)N1CCC(NC(=O)CCC(=O)N2CCOc3ccccc32)CC1
-3	CCCCN(CCCC)S(=O)(=O)c1coc(C(N)=O)c1
4	Cc1ccc(C)c(N2CCN(C(=O)C3CCCN(S(=O)(=O)c4cnc[nH]4)C3)CC2)c1 (stereo not drawn)
-3	O=C(NC(c1ccc([N+](=O)[O-])cc1)c1cc(Cl)c2cccnc2c1O)c1cccnc1 (stereo not drawn)
2	CC(=O)N1CCN(c2ccc(OC[C@H]3CO[C@](Cn4ccnc4)(c4ccc(Cl)cc4Cl)O3)cc2)CC1
4	CC1(C)CC(NC(=O)c2coc(=O)c(Br)c2)CC(C)(C)N1
0	CC(C)(C)NC(=O)CSc1nnc(-c2ccco2)n1Cc1ccco1
-4	CCOCCCNC(=O)c1cc2c(=O)[nH]c3ccccc3c2n1C
3	CCc1nnc(NC=C2C(=O)OC(C)(C)OC2=O)s1
-21	O=[N+]([O-])c1ccccc1Oc1cccc(Oc2ccccc2[N+](=O)[O-])c1
5	CC(=O)/C(C(=N)N1CCN(c2cccc(Cl)c2)CC1)=C(\C)O
-8	C=CCn1c(SCc2cc3c(cc2Cl)OCO3)nnc1-c1ccco1
-2	C=CCN(CC=C)S(=O)(=O)c1ccc(OC)c2ncccc12
-4	O=C1CN(C(=O)c2ccccc2Cl)C(c2ccc(F)cc2)c2cc(F)ccc2N1 (stereo not drawn)
-1	Cc1nc(N2CCN(Cc3ccc4c(c3)OCO4)CC2)c2cc(C)sc2n1
-23	CCOc1ccc(C(=O)Nc2ccc3oc(-c4ccccc4F)nc3c2)cc1[N+](=O)[O-]
-1	CCOc1ccc(NC(=O)c2ccc(C(C)(C)C)cc2)cc1
1	COc1cccc(CNC(=O)C2CCCN(S(=O)(=O)c3c(C)n[nH]c3C)C2)c1 (stereo not drawn)
-4	CCOc1ccccc1-n1c(SCC(N)=O)nnc1-c1ccccc1
-157	CCc1ccc(-n2cnc3cc(C(=O)NC4CCCC(C)C4C)ccc32)cc1 (stereo not drawn)

Assay outcomes as filed in PubChem.
